Screens deposited in PubChem by Johns Hopkins Ion Channel Center.
CHT inh: inhibitors of human choline transporter CHT; CHT-expressing cells, membrane potential dye, choline response; hits give low values; B-score at 10 µM; actives 0.86% (n = 310,000); AID 488975; Q9GZV3;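 active means B-score over 3 SD under the library average, and starting fluorescence ratio not unusually high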;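 further: choline stimulus applied at its EC90 after an EC20 pre-addition; B-score computed on integrated fluorescence ratio after choline addition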
Target sequence (Q9GZV3 whole entry, looked up): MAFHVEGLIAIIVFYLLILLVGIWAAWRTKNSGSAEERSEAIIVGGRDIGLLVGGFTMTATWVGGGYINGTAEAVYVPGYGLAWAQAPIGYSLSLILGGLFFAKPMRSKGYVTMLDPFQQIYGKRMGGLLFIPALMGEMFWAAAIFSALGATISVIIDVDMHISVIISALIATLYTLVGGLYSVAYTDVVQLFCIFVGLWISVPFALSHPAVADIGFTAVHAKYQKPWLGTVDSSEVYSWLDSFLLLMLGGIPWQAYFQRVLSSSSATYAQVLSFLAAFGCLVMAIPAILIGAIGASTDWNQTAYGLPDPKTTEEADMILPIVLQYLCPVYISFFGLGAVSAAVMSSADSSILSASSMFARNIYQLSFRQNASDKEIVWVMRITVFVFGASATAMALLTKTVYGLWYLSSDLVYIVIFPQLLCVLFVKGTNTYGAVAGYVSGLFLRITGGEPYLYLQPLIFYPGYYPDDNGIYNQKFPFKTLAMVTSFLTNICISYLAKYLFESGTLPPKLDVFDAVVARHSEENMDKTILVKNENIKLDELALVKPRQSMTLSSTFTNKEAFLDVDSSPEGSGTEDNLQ
CHT PAM: allosteric activators of human choline transporter CHT; Q9GZV3; CHT-expressing cells, membrane potential dye, choline EC20; hits give high values; LV-AA mutant CHT in HEK293 cells; B-score at 10 µM; actives 0.49% (n = 310,000); AID 488977;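 active means initial fluorescence not abnormally high and integrated response B-score, plate-corrected, over 3 SD above library mean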
* hit, by the source's call; i = inactive.

Values run as follows: CHT PAM	CHT inh
O=[N+]([O-])c1ccc(OCCCCN2CCCCC2)cc1
→ i	i
O=C(NCc1ccccc1)/C(=C/c1ccco1)NC(=O)c1ccco1
→ i	i
Cc1ccc(S(=O)(=O)N2CCCOC2CNC(=O)C(=O)NCc2ccc3c(c2)OCO3)cc1 (stereo not given)
→ i	i
COc1ccc(-c2nnc(NC(=O)C3CCCO3)s2)cc1 (stereo not given)
→ i	i
O=C([O-])c1ccccc1-[n+]1c(-c2ccccc2)cc(-c2ccccc2)cc1-c1ccccc1
→ i	i
Nc1cc(=O)nc(SCc2ccccc2)n1Cc1ccco1
→ i	i
O=C(Nc1cccc(Cl)c1)c1ccc(NCCCN2CCOCC2)c([N+](=O)[O-])c1
→ i	i
Cc1ccc(-c2c(C)sc(NC(=O)C3C4CCC(O4)C3C(=O)O)c2C(=O)OC(C)C)cc1 (stereo not given)
→ i	i
COc1ccc(C(CCNCc2ccccc2)c2ccc(F)cc2)cc1 (stereo not given)
→ i	i
Cc1cc(C)c(C)c(S(=O)(=O)N[C@@H](C)C(=O)OCc2cc(=O)n3cc(Br)ccc3n2)c1C
→ i	i
O=C(Nc1ccc2nsnc2c1)C1CC1
→ i	i
Cc1ccc2c(c1)nnn2C1CCN(CC(=O)N2CCN(c3ccc(F)cc3)CC2)CC1
→ i	i
O=C(CSc1nc2ccccc2o1)NCc1n[nH]c(=O)c2ccccc12
→ i	i
CCCNC(=O)C1CC2Cn3c(nc4ccccc43)C2N1C (stereo not given)
→ i	i
COc1ccc(O)c(C(=O)c2cnn(-c3ccccn3)c2)c1
→ i	i
CC(=O)Nc1ccc(S(=O)(=O)N(C)CC(=O)N/N=C/c2ccc(C(=O)O)cc2)cc1
→ i	i
CCOc1cc(/C=N/NC(=O)C2CCCC2)ccc1O
→ i	i
COc1ccc(/C=N\NC(=O)C2COc3ccccc3O2)cc1O (stereo not given)
→ i	i
CC(=O)O[C@H]1C(=O)[C@@]2(C)[C@H]([C@H](OC(=O)c3ccccc3)[C@]3(O)C[C@H](OC(=O)[C@H](O)[C@@H](NC(=O)c4ccccc4)c4ccccc4)C(C)=C1C3(C)C)[C@]1(OC(C)=O)CO[C@@H]1C[C@@H]2O
→ i	i
OCCC1CN(Cc2cccn2-c2ccccn2)CCN1Cc1ccccc1 (stereo not given)
→ i	i
COc1ccc(CCNC(=O)/C(C#N)=C2\N=C(NC(=O)c3ccco3)c3ccccc32)cc1
→ i	i
COc1ccccc1N(CC(=O)N/N=C(\C)c1ccccc1O)S(=O)(=O)c1ccc(C)cc1
→ i	i
COc1ccc(C(=O)Nc2ccc3c(c2)OCO3)cc1OC
→ i	i
COc1ccc(OC)c(NC(=O)c2cc3c(Cl)nc4ccccc4c3s2)c1
→ i	i
COc1ccc(-n2c(COc3cccc4ccccc34)nnc2SCC(=O)NCc2ccco2)cc1
→ i	i
CCOC(=O)c1c(-c2ccccc2)oc2ccc(O)c(CN3CCN(C)CC3)c12
→ i	i
CC1CCc2sc(C(=O)NCCCn3ccnc3)cc2C1 (stereo not given)
→ i	i
CC(C)C(c1nnnn1C(C)(C)C)N1CCC(Cc2ccccc2)CC1 (stereo not given)
→ i	i
CC(OC(=O)CNC(=O)c1ccc2ccccc2c1)C(=O)NC1CCCCC1C (stereo not given)
→ i	i
CCCCN(C(=O)c1ccc(C)cc1)c1c(N)n(CCC)c(=O)[nH]c1=O
→ i	i
O=C(CN1CCC(n2nnc3ccccc32)CC1)NCc1cccs1
→ i	i
OCCCc1nc2ccccc2n1CCCCOc1ccccc1
→ i	i
CCOC(=O)C1CCN(C(=O)c2ccc(Oc3cc(Cl)cc(Cl)c3)o2)CC1
→ i	i
O=C(NCc1ccccc1)c1ccc(=O)[nH]n1
→ i	i
CCCSC1=NN2CCCC(=O)N=C2S1
→ i	i
O=C(NCCc1ccc(Cl)cc1)C1CCN(S(=O)(=O)c2cccs2)CC1
→ i	i
CCNc1nc(NC(C)(C)C)nc(N(CC)n2cnnc2)n1
→ i	i
COC(=O)c1cc(=O)cc(C(=O)OC)o1
→ i	i
CCN(CC)c1ccc(NC(=O)CSc2n[nH]c(-c3ccco3)n2)cc1
→ i	i
CCc1ccc(OCCNC(=O)c2ccccc2SCc2ccccc2)cc1
→ i	i
O=c1c2ccccc2[nH]c(=S)n1Cc1cccs1
→ i	i
Cc1ccc(F)cc1NC(=O)CN1CCN(Cc2ccccc2)CC1
→ i	i
CC1=C(C(=O)Nc2ccc(C)cc2)C(c2ccc(N(C)C)cc2)NC(=O)N1 (stereo not given)
→ i	i
CNC(=O)CN(c1ccc(Oc2ccccc2)cc1)S(=O)(=O)c1ccc(C)cc1
→ i	i
Cc1ccc(SCCNC(=O)/C=C/c2cccc([N+](=O)[O-])c2)cc1
→ i	i
COC(=O)CN(C#N)c1nc(NC(C)C)nc(NC(C)C)n1
→ i	i
CN(C(=O)CS(=O)(=O)Cc1ccccc1Cl)c1ccccc1
→ i	i
COc1ccc(Nc2nc(S(=O)(=O)c3ccc(C)cc3)c(Cl)s2)cc1
→ i	i
O=C(CCCc1ccccc1)N1CCN(c2ccc([N+](=O)[O-])cc2)CC1
→ i	i
CN(C)c1nc2c(c(=O)n(C)c(=O)n2C)n1Cc1ccccc1
→ i	i
CC(C)(C)[C@@H]1C=C(C(=O)NC2CC2)O[C@H](OCc2ccc(CO)cc2)C1
→ i	i
C=CCn1c(SC(C)C#N)nc2sc(CC)cc2c1=O (stereo not given)
→ i	i
N=c1n(CCO)c2ccccc2n1Cc1ccc(Cl)cc1
→ i	i
O=S(=O)(Cc1ccccc1)N1CCN(C2Cc3ccccc3C2)CC1
→ i	i
COc1ccc(C(=O)O/N=C/c2ccc(S(=O)(=O)c3ccc(Cl)cc3)nc2)cc1
→ i	i
CCOC(=O)CCc1c(C)nc(SCCN2CCCC2)c(C#N)c1C
→ i	i
Oc1ccc(/C=N/N=C(c2ccccc2)c2ccccc2)c(O)c1O
→ i	i
O=C(CN(CC1CCCO1)C(=O)CNS(=O)(=O)c1ccc(F)cc1)NCc1ccccc1 (stereo not given)
→ i	i
C[C@@H](C(=O)Nc1ccc2ccccc2c1)[C@H]1C[C@]1(C)[C@H](NS(=O)(=O)c1ccc(-c2ccccc2)cc1)c1ccccc1
→ i	i
NC(=O)c1c(NC(=O)c2ccccc2)sc2c1CCCC2
→ i	i

Additional compounds follow.
Values run as follows: CHT PAM	CHT inh
S=c1[nH]nc(-c2c[nH]c3ccccc23)o1
→ i	i
Cc1cc(NC(=O)COC(=O)COc2ccc(C(=O)c3ccccc3)cc2)no1
→ i	i
C=CCn1c(C)cc(-c2csc(NC(=O)C3=COCCO3)n2)c1C
→ i	i
Cc1ccc(-c2nn(Cc3ccccc3)cc2/C=C/C(=O)O)cc1C
→ i	i
Clc1ccc(CSc2nnc(-c3c[nH]c4ccccc34)o2)cc1
→ i	i
O=C(NN1C(=O)C2CC=C(Cl)CC2C1=O)c1ccncc1 (stereo not given)
→ i	i
O=C(NCc1ccccc1)C12CC3CC(CC(Cl)(C3)C1)C2
→ i	i
Cc1ccc2c(Cl)cc(Cl)c(OCC(=O)Nc3cc(S(=O)(=O)N(C)C)ccc3C)c2n1
→ i	i
O=C(NCc1cccnc1)c1ccc(Cn2c(=S)[nH]c3ccc(Br)cc3c2=O)cc1
→ i	i
CCN(CC)S(=O)(=O)c1cccc(C(=O)OCC(=O)c2ccc3c(c2)OCCO3)c1
→ i	i
NC(=O)CSc1nnc(Cc2cccs2)n1C1CCCCC1
→ i	i
CCCNC(=S)NNC(=O)c1cc(C2CC2)nc2ccccc12
→ i	i
CC(=O)Nc1ccc(C(=O)CN2CCN(c3ccccc3)CC2)cc1
→ i	i
Cc1nnc2n1N=CC=C(c1ccccc1)S2
→ i	i
N#C/C(=C\c1cn(CCOc2ccccc2)c2ccccc12)C(=O)NCC1CCCO1 (stereo not given)
→ i	i
Cc1ccccc1/C=C/C(=O)N1CCOCC1
→ i	i
CCCC(=O)Nc1ccc(N2CCN(C(=O)c3ccccc3C)CC2)cc1
→ i	i
COC(=O)c1sccc1-c1ccc(C(N)=O)o1
→ i	i
CN(c1nc2nonc2nc1NC1CC1)C1CCOC1 (stereo not given)
→ i	i
COc1ccc(-c2cnc(N)nc2-c2ccc(OCc3ccccc3)cc2O)cc1
→ i	i
Cn1c(CSCc2ccc(F)cc2)nnc1SCC(=O)Nc1cccc(C(=O)O)c1
→ i	i
O=C(c1ccccc1NS(=O)(=O)c1ccc(Cl)cc1)N1CCc2ccccc21
→ i	i
COC(=O)c1c(C(=O)OC)c2cc(C(=O)c3ccccc3)ccn2c1Cl
→ i	i
O=[N+]([O-])c1ccc(OCC(O)CN(CCO)CCO)cc1 (stereo not given)
→ i	i
CCOC(=O)C(=O)Nc1cccc(C(=O)OCC)c1
→ i	i
COc1ccc(C(=O)C2CCN(C(=O)Nc3ccc(C)cc3)CC2)cc1
→ i	i
CCC(Sc1ccccn1)C(=O)Nc1nnc(C)s1 (stereo not given)
→ i	i
C=CCOc1ccc2oc(=O)cc(C)c2c1
→ i	i
COC(=O)Cn1c(=NC(=O)c2ccc(S(=O)(=O)N3CCOCC3)cc2)sc2cc(S(N)(=O)=O)ccc21
→ i	i
O=C(OC(C(=O)NC1CCCC1)c1ccc(F)cc1)c1ccno1 (stereo not given)
→ i	i
Cc1ccc(S(=O)(=O)Cc2ccc(C(=O)N3CCN(c4ccccn4)CC3)o2)cc1
→ i	i
O=C(NCC(=O)N(c1ccc2c(c1)OCO2)C(C(=O)NC1CCCC1)c1ccncc1)c1ccco1 (stereo not given)
→ i	i
CCOCCCn1c(=S)[nH]c2cc(C(=O)NCCN(CC)CC)ccc2c1=O
→ i	i
Cc1ccc(C)c(-n2[nH]c3c4c(ccc3c2=O)C(=O)c2ccccc2C4=O)c1
→ i	i
CCn1c2ccccc2c2cc(NS(=O)(=O)c3ccccc3C)ccc21
→ i	i
CS(=O)(=O)c1ccc(Cl)c(NC(=O)COC(=O)CNC(=O)c2ccc3ccccc3c2)c1
→ i	i
CC1CCC2(CC1)NC(=O)N(CC(=O)c1cccn1C)C2=O (stereo not given)
→ i	i
Cc1ccc(Nc2nnns2)cc1
→ i	i
Cc1ccccc1C[n+]1cccc2ccccc21
→ 7*	i
O=C(CN1C(=O)COc2ccccc21)Nc1ccc(F)cc1
→ i	i
CC1CCCCC1NC(=O)COC(=O)c1ccccn1 (stereo not given)
→ i	i
COc1ccccc1C(=O)OCC(=O)NC(C)CCc1ccccc1 (stereo not given)
→ i	i
O=C(Nc1ccc(CN2CCOCC2)cc1)c1ccc(-c2ccc(Cl)cc2Cl)o1
→ i	i
CCOCCCNC(=O)c1cc2c(=O)n3cccc(C)c3nc2s1
→ i	i
CCOc1ccc(S(=O)(=O)NCc2ccccc2OC)cc1
→ i	i
O=C(Nc1ccc(F)cc1)NC1(C(=O)NCc2ccc3c(c2)OCO3)CCCCC1
→ i	i
NC(=O)c1cc([N+](=O)[O-])ccc1NCc1cccc(N)c1
→ i	i
Cc1noc(C)c1COc1ccc(C(=O)OCc2nnc(-c3ccc(Cl)cc3)o2)cc1
→ i	i
Nc1ccc(N2CCN(CCCCN3C(=O)C4CCCN4C3=O)CC2)cc1 (stereo not given)
→ i	i
O=c1[nH]c(C(F)(F)F)nc2c1nnn2Cc1ccccc1F
→ i	i
O=C(NC(=S)Nc1cccc(Cl)c1N1CCCC1)c1ccc(-c2cccc([N+](=O)[O-])c2)o1
→ i	i
Cc1nc2c3ccccc3n(CCN3CCCCC3)c2s1
→ i	i
COc1ccc(-c2cc(-c3ccc(Cl)cc3)c(C#N)c(SCC(=O)O)n2)cc1
→ i	i
Cc1ccc(Cl)cc1N1CCN(C(=O)Cn2ccc3ccccc3c2=O)CC1
→ i	i
COC(=O)CC1Sc2ccccc2NC1=O (stereo not given)
→ i	i
COc1ccc(Oc2cc(F)nc(N)n2)cc1
→ i	i
C/C(=N\NC(=O)c1ccco1)c1ccc(NC(=O)c2ccccc2)cc1
→ i	i
NC(=O)C1(N2CCCCC2)CCN(C(=O)c2ccc(C#Cc3ccccc3)o2)CC1
→ i	i
Cc1cc(COc2ccccc2O)on1
→ i	i
Cc1cccc(C(=O)Nc2ccnc(-c3ccncc3)n2)c1
→ i	i

(listing goes on)
Values run as follows: CHT PAM	CHT inh
CCc1ccc2[nH]c(=O)c(CN(CCCN3CCOCC3)C(=O)Nc3ccc(Cl)cc3)cc2c1
→ i	i
O=C(Nc1ccccn1)c1ccc(C(=O)Nc2ccccn2)cc1
→ i	i
O=C(CNC(=O)c1cccs1)OCC(=O)c1ccc(Br)cc1
→ i	i
O=C(OCc1ccccc1)C1=NNC2C(=O)N(c3ccc(Br)cc3)C(=O)C12 (stereo not given)
→ i	i
O=C(N/N=C/c1ccc(OCCCF)cc1)c1cc(OCC(F)(F)F)ccc1OCC(F)(F)F
→ i	i

Some of the entries so far, with bars between the fields:
Structure | CHT PAM | CHT inh
COc1ccc(-n2c(COc3cccc4ccccc34)nnc2SCC(=O)NCc2ccco2)cc1 | i | i
CCOC(=O)c1c(-c2ccccc2)oc2ccc(O)c(CN3CCN(C)CC3)c12 | i | i
CC1CCc2sc(C(=O)NCCCn3ccnc3)cc2C1 (stereo not given) | i | i
CC(C)C(c1nnnn1C(C)(C)C)N1CCC(Cc2ccccc2)CC1 (stereo not given) | i | i
CC(OC(=O)CNC(=O)c1ccc2ccccc2c1)C(=O)NC1CCCCC1C (stereo not given) | i | i
CCCCN(C(=O)c1ccc(C)cc1)c1c(N)n(CCC)c(=O)[nH]c1=O | i | i
O=C(CN1CCC(n2nnc3ccccc32)CC1)NCc1cccs1 | i | i

2 successive records out of the list so far, quoted:
Values run as follows: CHT PAM	CHT inh
O=C(OCc1ccccc1)C1=NNC2C(=O)N(c3ccc(Br)cc3)C(=O)C12 (stereo not given)
→ i	i
O=C(N/N=C/c1ccc(OCCCF)cc1)c1cc(OCC(F)(F)F)ccc1OCC(F)(F)F
→ i	i
